High-throughput results as filed in PubChem.
HT1080 IDH1KD tx – qHTS for induction of synthetic lethality in tumor cells producing 2HG: qHTS for the HT-1080-IDH1KD cell line | HT-1080 IDH1 knockdown viability, ATP luminescence, 48 h | Potency, µM (titrated, usually from 46.1 µM), for the others: at the highest dose activity, negative = toxicity, most hits filed as cytotoxic | 2% of 360,000 active;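 also: potency is read from the fitted curve at half-maximal effect; 0% = DMSO wells and -100% = cell-free medium wells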
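Luminescent ATP read-out (CellTiter-Glo, 10 min at room temperature) after 48 h compound exposure at 37 °C gave viability of IDH1-knockdown HT-1080 cells. Activity was normalised to DMSO and cell-free wells, then fitted as concentration-response curves.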
ATXN2 expr inh – Primary qHTS for Inhibitors of ATXN expression | Potency, µM (highest dose often 57 µM), for the others: at the top dose activity change, negative = inhibition, usual class: inhibitors | 0.72% of 360,000 active | HEK-293 ATXN2-luciferase reporter, luminescence, 24 h; also: potency is read from the fitted curve at half-maximal effect; % is scaled to controls: 0 for no effect and ±100 for the full control effect; nearly all actives have a fitted effect of over 55% in size
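qHTS (up to 57 uM final) was run with 24 h compound exposure of reporter cells at 37 °C. Each well was multiplexed: SteadyGlo luminescence measured ATXN2-luciferase expression after a fluorogenic Gly-Phe-AFC viability readout (25 uM final).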
ATXN viability – Viability Counterscreen for Primary qHTS for Inhibitors of ATXN expression; S2 cells (HEK-293 line with an ATXN2-luciferase reporter) viability, CellTiter-Fluor protease fluorescence, 24 h; Potency, µM (series often up to 56.7 µM), most hits filed as cytotoxic; AID 651635, 2014; 0.49% of 400,000 active; also: potency is read from the fitted curve at half-maximal effect; nearly all actives have a fitted effect of over 40% in size
IL-1B inflam inh – qHTS for Inhibitors of Inflammasome Signaling: IL-1-beta AlphaLISA Primary Screen; THP-1 LPS/ATP IL-1B secretion, AlphaLISA, 16 h; active compounds read low; 4.7% of 360,000 active; activity change, % at 57.5 µM; in the data active = activity change below about -50%; inconclusive = mostly about -30% to -49%; also: % is scaled to controls: 0 for no effect and ±100 for the full control effect
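Secreted IL-1B measured by AlphaLISA bead assay after 16 h compound exposure of THP-1 cells; compounds (final up to 57.5 uM) added 1 h before LPS (250 ng/mL) and ATP (1.25 mM) stimulation; lower signal means less secretion.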
MCF10A rerep – A quantitative high throughput screen for small molecules that induce DNA re-replication in MCF 10a normal breast cells; 2.9% of 350,000 active; Potency, µM (doses to about 46.1 µM), inactives show top-dose activity, positive = re-replication, usual class: activators; AID 624296, 2012; MCF 10A DNA re-replication, Hoechst nuclear intensity, 48 h; also: potency is read from the fitted curve at half-maximal effect; % of control where 0% means no effect; nearly all actives have a fitted effect of over 50% in size
KB-3-1 tox – qHTS assay for MDR1-selective chemotherapeutics: Primary screen using the parental adenocarcinoma cell KB-3-1. AID 1347075, 2019. 1.4% of 400,000 active. Potency, µM (titrated, usually from 46.1 µM), for inactives: at the top dose activity change, negative = cytotoxic, usual class: cytotoxic. KB-3-1 viability, CellTiter-Glo ATP luminescence, 72 h; also: potency is read from the fitted curve at half-maximal effect; % is scaled to controls: 0 for no effect and ±100 for the full control effect; nearly all actives have a fitted effect of over 60% in size
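Multi-concentration cytotoxicity screen in KB-3-1 cells grown in DMEM lacking phenol red with 10% FBS. After 72 h at 37 °C with compound, ATP-dependent luminescence was recorded.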
SW480 rerep – A quantitative high throughput screen for small molecules that induce DNA re-replication in SW480 colon adenocarcinoma cells; SW480 DNA re-replication, Hoechst DNA content imaging, 48 h; Potency, µM (doses to about 46.1 µM), for the others: top-dose re-replication activation, hits mostly activators; 1.8% of 340,000 active; also: potency is read from the fitted curve at half-maximal effect; % of control where 0% means no effect; nearly all actives have a fitted effect of over 55% in size
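Image-based read-out: total Hoechst fluorescence of nuclei (405 nm excitation, 500-530 nm emission), with hits raising the fraction of high-intensity nuclei. SW480 colon cells incubated 48 hr with compounds at 37 C.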
HT1080NT lethal – qHTS for induction of synthetic lethality in tumor cells producing 2HG: qHTS for the HT-1080-NT fibrosarcoma cell line | HT-1080-NT fibrosarcoma viability, CellTiter-Glo ATP luminescence, 48 h | Potency, µM (highest dose often 46.1 µM), inactives show at the top dose activity, negative = less viability, most hits filed as cytotoxic | 1.6% of 360,000 active;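 also: NT is the 2HG producing partner of a matched IDH1 knockdown line; potency is read from the fitted curve at half-maximal effect; 0% = DMSO-treated cells and -100% = media-only wells without cells; nearly all actives have a fitted effect of over 55% in size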
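HT-1080-NT; 750 cells/well; 5% FBS RPMI; 48 h compound, 37 degrees C; CellTiter-Glo luminescence; curve fitting and curve-class assignment.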
HepG2 tox – qHTS for Inhibitors of TGF-b: Cytotox Counterscreen | AID 588856, 2011 | Potency, µM (series often up to 46.1 µM), inactives show at the highest dose activity change, negative = cytotoxicity, actives largely listed as cytotoxic | 0.76% of 410,000 active | HepG2 CAGA-GFP viability, ATP luminescence, 18 h; also: potency is read from the fitted curve at half-maximal effect; some results filed as inactive show a strong effect at the top dose
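HepG2 CAGA-GFP cells (1000/well, DMEM with 1% FBS) received compound, then TGF-beta at 500 pg/mL final, and were incubated 18 hours at 37 degrees C. Viability was read by CellTiter-Glo luminescence. Media-only wells were set as complete cell-killing and DMSO as no toxicity.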
Active calls of the source: *; i = inactive; ? = inconclusive; nt = not tested or not shown; [ ] = another dose, or the depositor's remark. Unless noted, calls follow the shape of the dose curve; as a rule, active = well fitted curve in the direction sought with a large enough effect; inconclusive = small, poorly fitted or top-dose-only effect, or another doubt; inactive = no such curve, though single readings can be large; an effect the other way counts as inactive or inconclusive.

SMILES	HT1080 IDH1KD tx	ATXN2 expr inh	ATXN viability	IL-1B inflam inh	MCF10A rerep	KB-3-1 tox	SW480 rerep	HT1080NT lethal	HepG2 tox
NC(=O)CC(NC(=O)Cc1ccc(Br)cc1)c1ccc(N2CCc3ccccc3C2)c([N+](=O)[O-])c1 (stereo not given)	-14%	-31%	?	-7	5%	4%	0%	?	-63%
CCc1ccccc1NS(=O)(=O)c1ccc2[nH]cc(C(=O)NCc3ccco3)c(=O)c2c1	-2%	0%	i	9	-1%	6%	2%	7%	-8%
Cc1nc(Cc2nnc(SCc3nc(N)nc(Nc4ccccc4C)n3)o2)cs1	-5%	-9%	i	-11	0%	31%	-9%	1%	1%
COc1ccc(NC(=S)Nc2cccc(C(C)=O)c2)cc1OC	16%	-23%	?	-7	-54%[inhibitor]	1%	-55%[inhibitor]	19%	-40%
COC(=O)C(C)n1cnc2c(nnn2-c2ccc(C)cc2)c1=O (stereo not given)	1%	8%	i	-25	-5%	-16%	-10%	21%	-34%
CC1CCCN(Cc2ccc(OCc3ccccc3)cc2)C1 (stereo not given)	-6%	15%	i	-25	?	-13%	?	-10%	-38%
O=C(Nc1ccc(F)cc1)C(=O)C1C(=O)Nc2ccccc21 (stereo not given)	-2%	1%	i	5	-15%	-1%	-5%	-3%	-8%
CC(=O)NN1C(=O)c2ccccc2NC1c1ccccc1O (stereo not given)	11%	1%	i	36	5%	-10%	1%	26%	1%
Cc1ccc(OCCCCn2cnc3ccccc32)c(C)c1	-24%	nt	nt	-29	2%	-18%	0%	-8%	-29%
CN(C)S(=O)(=O)c1cccc(CSCc2cccc(S(=O)(=O)N(C)C)c2)c1	?	?	i	?	16%	?	-6%	?	-27%
O=C(O)C1C2C=CC(O2)C1C(=O)NC1CCCc2ccccc21 (stereo not given)	8%	0%	i	18	0%	7%	-7%	5%	3%
Cc1cccc(C(=O)Nc2ccc(N3CCN(S(C)(=O)=O)CC3)cc2)c1	0%	16%	i	8	-20%	0%	-21%	17%	7%
Cc1ccc(NC(=O)C(=O)NNC(=O)c2cccs2)cc1	5%	nt	i	-6	-2%	-6%	4%	-3%	-36%
Cc1cccc(N2CCN(C(=O)CCCCCn3c(=S)[nH]c4ccc(N5CCOCC5)cc4c3=O)CC2)c1C	0%	nt	i	-16	?	-11%	-14%	6%	-7%
CS(=O)(=O)N1CC(C(=O)O)Oc2ccc(CC(=O)O)cc21 (stereo not given)	20%	2%	i	-7	5%	-2%	-127%[inhibitor]	0%	-2%
Nc1nc(-c2ccccc2)cn1N	14%	0%	i	31	-7%	-3%	-7%	23%	1%
CCOc1c(Br)cc(C(N)=O)cc1OCc1ccccc1	-12%	17%	i	47	15%	8%	-1%	-19%	-23%
N#CCC(=O)N/N=C\c1cc(Br)ccc1OC/C=C/c1ccccc1	?	59%[activator]	i	-21	17%	-28%	?	-19%	-2%
C/C=C\C=C/C(=O)Nc1cccc(C2=NOC3(C2)C[C@@H](C(N)=O)N(C(=O)[C@H]2CCC(=O)N2)C3)c1 (stereo not given in full)	-5%	0%	i	-8	12%	6%	-6%	4%	30%
C[C@H](CO)N1C[C@H](C)[C@@H](CN(C)S(=O)(=O)c2cccc(C#N)c2)OCc2cn(nn2)CCCC1=O	12%	11%	i	13	nt	4%	nt	3%	4%
CSC1=NN(c2ccccc2)CN(c2ccccc2)N1C	0%	nt	nt	-28	nt	?	nt	6%	-6%
CCCc1nnc(NC(=O)CCC(=O)N2CCN(CCOc3ccc(C)cc3)CC2)s1	-11%	-22%	i	-3	7%	-7%	4%	-24%	0%
COc1ccc2c(c1)c(C(C)=O)c(C)n2-c1ccc(C(C)=O)cc1	18%	3%	i	1	0%	3%	1%	20%	0%
COc1ccccc1Oc1nnnn1-c1ccc(C(N)=O)cc1	-15%	-1%	i	-17	2%	4%	-4%	-3%	-2%

Looked up by compound from the entries so far (two):
SMILES	HT1080 IDH1KD tx	ATXN2 expr inh	ATXN viability	IL-1B inflam inh	MCF10A rerep	KB-3-1 tox	SW480 rerep	HT1080NT lethal	HepG2 tox
N#CCC(=O)N/N=C\c1cc(Br)ccc1OC/C=C/c1ccccc1	?	59%[activator]	i	-21	17%	-28%	?	-19%	-2%
CSC1=NN(c2ccccc2)CN(c2ccccc2)N1C	0%	nt	nt	-28	nt	?	nt	6%	-6%

Carrying on.
SMILES	HT1080 IDH1KD tx	ATXN2 expr inh	ATXN viability	IL-1B inflam inh	MCF10A rerep	KB-3-1 tox	SW480 rerep	HT1080NT lethal	HepG2 tox
Cn1ccnc1C1CCCCN1Cc1nc(Cc2ccccc2F)no1 (stereo not given)	19%	4%	i	26	1%	-2%	-13%	17%	-8%
Cc1cc(C)cc(Nc2nc(-c3ccc(S(=O)(=O)N4CCCC4)cc3)cs2)c1	?	?	i	?	1%	4.6µM*	29%	?	-9%
O=C(Nc1cccnc1)c1cccnc1	?	7%	i	-3	7%	7%	-10%	?	2%
CCCCCNCc1ccc(Cl)cc1	3%	-5%	i	6	20%	-3%	-7%	0%	-8%
Cc1ccc(NC(=S)N(CCCN(C)C)Cc2cc3cc4c(cc3[nH]c2=O)OCO4)cc1	6%	-3%	i	-2	5%	-2%	-4%	-2%	0%
Cc1cc(C)nc(SCC(=O)N/N=C/C=C/c2ccccc2)n1	-4%	-11%	i	-3	16%	0%	5%	-4%	-7%
Cc1cccc(NC(=O)CN(C)C(=O)C2CCCC2)c1C	-5%	1%	i	3	-6%	-4%	-6%	-8%[9.24 µM]	4%
Cc1ccccc1NS(=O)(=O)c1ccc(F)cc1	-20%	1%	i	59	-6%	-1%	1%	7%[9.24 µM]	-4%
CC1=C(C(=O)Nc2cccnc2)C(c2ccc3c(c2)OCO3)C2=C(CCCC2=O)N1 (stereo not given)	-2%	-6%	i	-6	3%	-7%	-2%[9.22 µM]	-1%	-12%
Cc1ccc(S(=O)(=O)N(Cc2c(F)cccc2Cl)C(=O)N2CCN(C)CC2)cc1	9%	4%	i	11	?	20%	-16%	3%	-4%
O=S(=O)(Nc1ccccc1Br)c1cccc2cccnc12	-10%	nt	i	11	nt	-6%	nt	-8%	-2%
COCCn1nnnc1C(C(C)C)N1CCCC(C)C1 (stereo not given)	5%	-11%	i	23	9%	0%	-23%	0%	8%

The final 2 compounds of the section above are carried over, then new ones follow:
SMILES	HT1080 IDH1KD tx	ATXN2 expr inh	ATXN viability	IL-1B inflam inh	MCF10A rerep	KB-3-1 tox	SW480 rerep	HT1080NT lethal	HepG2 tox
O=S(=O)(Nc1ccccc1Br)c1cccc2cccnc12	-10%	nt	i	11	nt	-6%	nt	-8%	-2%
COCCn1nnnc1C(C(C)C)N1CCCC(C)C1 (stereo not given)	5%	-11%	i	23	9%	0%	-23%	0%	8%
COc1cc(Cl)ccc1OC1(C)CCN(Cc2c(F)cccc2F)C1 (stereo not given)	2%	-6%	i	9	nt	0%	nt	-16%	-30%
Clc1cccc(OCCN2CCOCC2)c1	-10%	8%	i	-3	2%	-8%	1%	5%	-20%
CCOC(=O)N1CCN(C(=O)CCCn2c(=S)[nH]c3ccsc3c2=O)CC1	6%	3%	i	12	-8%	?	7%	3%	-3%
COc1ccc(S(=O)(=O)N(CC(=O)Nc2cccnc2)c2ccc(C)cc2)cc1OC	nt	5%	i	nt	nt	19%	nt	nt	-12%
CCN(CC)CC(=O)NCc1cc(-c2ccc(OC)cc2)no1	10%	0%	i	-7	-37%[inhibitor]	-4%	2%	0%	-3%
CC(C)NC(=O)N(C)C[C@@H]1Oc2c(NC(=O)Nc3ccccc3)cccc2C(=O)N([C@H](C)CO)C[C@H]1C	-3%	-6%	i	-8	4%	0%	2%	-3%	-12%
CC[C@]12C(=O)N(C)C[C@H]([C@@H]3C(=O)N(C)C(=O)[C@@H]31)N2C(=O)c1ccccc1	1%	2%	i	24	?	16%	-17%	0%	-7%
CCOc1ccc(S(=O)(=O)N2CCOCC2)cc1NC(=O)CSCc1ccc(C)cc1	?	nt	?	25	?	18µM*	?	8.2µM*	-8%
O=C(NCC1(N2CCCCC2)CCCCC1)C1CC(=O)N(c2ccc3c(c2)OCCO3)C1 (stereo not given)	9%	-18%	i	-2	-3%	-2%	-3%	0%	17%
COc1ccc(S(=O)(=O)Nc2cc(-c3cn4ccc(C)cc4n3)ccc2C)cc1OC	nt	-1%	?	nt	nt	5%	nt	nt	-23%
COC(=O)c1cc(C(=O)OC)cc(N2C(=O)CC(NNC(=O)c3ccc(C)cc3)C2=O)c1 (stereo not given)	-1%	22%	i	22	?	1%	16%	2%	1%
O=C1CSC(c2cccnc2)N1CCc1ccccn1 (stereo not given)	3%	nt	i	14	-1%	5%	-12%	2%	0%
COc1ccc(NC(=O)CN2C(=O)C(c3ccccc3)=NC23CCCCCC3)cc1	-2%	5%	i	-56*	3%	-6%	2%	-3%	-2%
CC(C)(C)C(=O)N1CCn2c1nc1ccccc12	3%	29%	i	13	-1%	4%	-5%	1%	9%
CC(C)C1=NN2C(=N)CC(=O)N=C2S1	15%	-19%	i	0	16%	1%	2%	-1%	-3%
CC(NC(=O)CCc1nnc(C2(c3ccc(Cl)cc3)CCC2)o1)C1CC1 (stereo not given)	20%	35%[activator]	i	11	-8%	14%	-13%	12%	-3%
O=C(NCCNC(=O)Oc1cccc2ccccc12)Oc1cccc2ccccc12	-1%	11%	i	30	-1%	-11%	0%	0%	-5%
COc1ccc(-c2nc(CS(=O)CC(=O)NCc3cccnc3)c(C)o2)cc1 (stereo not given)	0%	7%	i	6	0%	1%	-12%	-14%	-18%
COc1ccc(CN(C)C(=O)c2ccc(OCC(=O)Nc3cccc(C(F)(F)F)c3)c(OC)c2)c(OC)c1	-25%	-30%	i	-77*	?	?	?	?	-3%
